# pPAFAH FP inh – inhibitors of human plasma PAF acetylhydrolase (pPAFAH) | Q13093 | recombinant pPAFAH, FP-rhodamine probe fluorescence polarization | inhibition, % at 3.39 µM | actives 1.5% (n = 330,000) | AID 463082;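 active = inhibition above the mean inhibition across the screen plus 3 SD, cut at about 25% in these data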;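 also: inhibitors block binding of the rhodamine activity-based probe so polarization drops; 0% = enzyme with DMSO and 100% = wells lacking pPAFAH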
# PAFAH2 inh – inhibitors of human PAFAH2; inhibition, % at 3.39 µM; actives 0.99% (n = 340,000); Q99487; recombinant PAFAH2, FP-rhodamine activity probe, fluorescence polarization;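 active = inhibition above the mean over all tested compounds plus 3 SD, cut at about 30% in these data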;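 also: inhibitors block probe labeling of enzyme so polarization drops; 0% = enzyme with DMSO and 100% = wells lacking PAFAH2 protein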
# PAD4 FP inh – PAD4 (human) enzyme inhibition; Q9UM07; recombinant PAD4, RCA probe fluorescence polarization; actives 0.41% (n = 330,000); inhibition, % at 6.36 µM;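 active = percent inhibition above a cutoff equal to the mean of all tested compounds plus 3 SD, cut at about 15% in these data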;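 also: 0% = PAD4 with RCA probe and DMSO and 100% = probe without PAD4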
# Target sequence (Q9UM07 whole entry, looked up): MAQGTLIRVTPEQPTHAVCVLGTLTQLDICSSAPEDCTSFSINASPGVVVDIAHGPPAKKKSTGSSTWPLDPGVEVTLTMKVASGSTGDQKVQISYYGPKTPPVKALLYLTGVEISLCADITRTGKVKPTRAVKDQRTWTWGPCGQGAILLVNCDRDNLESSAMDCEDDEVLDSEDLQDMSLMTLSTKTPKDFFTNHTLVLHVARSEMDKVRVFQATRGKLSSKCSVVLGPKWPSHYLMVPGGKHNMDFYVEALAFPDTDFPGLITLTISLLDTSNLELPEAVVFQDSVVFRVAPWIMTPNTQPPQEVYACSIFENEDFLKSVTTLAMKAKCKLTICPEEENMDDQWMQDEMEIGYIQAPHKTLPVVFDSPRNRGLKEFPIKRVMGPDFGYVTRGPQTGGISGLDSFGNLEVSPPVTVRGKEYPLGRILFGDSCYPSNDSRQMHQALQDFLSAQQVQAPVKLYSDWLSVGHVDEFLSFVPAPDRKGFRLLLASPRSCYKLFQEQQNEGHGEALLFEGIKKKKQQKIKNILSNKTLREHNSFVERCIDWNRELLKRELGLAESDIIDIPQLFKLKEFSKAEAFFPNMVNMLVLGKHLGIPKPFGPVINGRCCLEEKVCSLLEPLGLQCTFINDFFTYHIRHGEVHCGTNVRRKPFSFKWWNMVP
# PME-1 primary – blocks human protein phosphatase methylesterase 1 | recombinant PME-1, FP-Rh probe fluorescence polarization | inhibition, % at 5.9 µM | Q9Y570 | AID 2130 | actives 0.53% (n = 320,000);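 active = inhibition above the campaign mean of all compounds plus 3 SD, cut at about 26% in these data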;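 also: competitive labeling of PME-1 active site by serine hydrolase directed probe; 0% = PME-1 with DMSO and 100% = wells lacking PME-1 enzyme; inhibitors block probe labeling so polarization falls and inhibition rises; many of its hits are not listed in these tables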
# GSTO1 inh – counter-screen for RBBP9 inhibitors: inhibitors of human GSTO1 | inhibition, % at 5.96 µM | recombinant GSTO1, activity-based probe fluorescence polarization | P78417 | AID 1974 | actives 1.1% (n = 300,000);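 active = inhibition above the campaign mean inhibition plus 3 SD, cut at about 35% in these data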;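 also: 0% = GSTO1-1 with DMSO and 100% = wells lacking GSTO1-1 enzyme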
# PAFAH1B2 FP inh – blocks human PAF acetylhydrolase 1b catalytic subunit 2; P68402; recombinant PAFAH1B2, FP-rhodamine activity probe, fluorescence polarization; inhibition, % at 3.39 µM; actives 1.2% (n = 340,000); AID 492953;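 active = inhibition above the mean of all tested compounds plus 3 SD, cut at about 24% in these data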;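 also: 0% = enzyme with DMSO and 100% = wells lacking PAFAH1B2; many of its hits are not listed in these tables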
# Fam108B counter – blocks mouse Fam108B hydrolase in RBBP9 counter-screen | recombinant Fam108B, FP-Rh probe fluorescence polarization | inhibition, % at 9.51 µM | actives 0.33% (n = 300,000);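 active = inhibition above the screen mean inhibition plus 3 SD, computed separately per campaign, cut at about 18% in these data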;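 also: inhibitors lower polarization as less probe binds the enzyme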
# PAFAH1B3 FP inh – blocks human PAF acetylhydrolase 1B catalytic subunit 3; Q15102; recombinant PAFAH1B3, FP-rhodamine probe, fluorescence polarization; inhibition, % at 3.39 µM; actives 0.28% (n = 340,000); AID 492972;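 active = inhibition above the screen-wide average of all tested compounds plus 3 SD, cut at about 25% in these data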;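 also: 0% = enzyme with DMSO only and 100% = wells lacking PAFAH1B3 protein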
# LYPLA1 inh – LYPLA1 (human) inhibition in PME1 counter-screen; recombinant LYPLA1, FP-Rh probe fluorescence polarization; inhibition, % at 5.9 µM; actives 0.16% (n = 320,000); O75608; AID 2174;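 active = inhibition above the mean of all tested compounds plus 3 SD, set per campaign, cut at about 14% in these data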;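 also: inhibitors block serine hydrolase probe labeling of LYPLA1 so polarization falls; 0% = enzyme with DMSO and 100% = wells lacking LYPLA1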
# * hit, by the source's call; x = no result given; & = joins results of further samples. These rows are one share of the data (hit frequency here may not be typical).
SMILES,pPAFAH FP inh,PAFAH2 inh,PAD4 FP inh,PME-1 primary,GSTO1 inh,PAFAH1B2 FP inh,Fam108B counter,PAFAH1B3 FP inh,LYPLA1 inh
Cc1ccc([N+](=O)[O-])cc1/C=N/Nc1nnnn1-c1ccccc1,3,0,2,-2,2,4,1,0,1
CC1CCN(c2ccc([N+](=O)[O-])cc2C(=O)NCC2CCCO2)CC1 (stereo not drawn),2,-4,-3,-3,4,0,2,1,4
Cc1ccc(NC(=O)C2CC(=O)N(c3ccc4c(c3)OCCO4)C2)nc1 (stereo not drawn),3,3,4,3,1,1,-2,3,-2
COc1ccc(/C(N)=N/OC(=O)Oc2ccccc2)cc1,-9,8,3,-2,3,-3,-2,3,-2
CSc1ccc(CN2CCN(Cc3ccc([N+](=O)[O-])cc3)CC2)cc1,5,-5,-1,-1,-8,3,-5,0,0
CCOC(=O)c1nn(-c2ccc(F)cc2)c(-c2ccccc2)c1C(=O)c1ccccc1,-8,3,2,-3,3,3,-2,7,-2
Cc1ccnc(NC(=O)c2ccc3c(c2)S(=O)(=O)c2ccccc2C3=O)c1,1,4,1,6,-3,-2,2,-2,3
O=C(O)c1ccccc1-c1ccccc1C(=O)NCCc1ccccc1,4,0,-4,0,14,13,4,-2,-4
Cc1oc2c(CN3CCOCC3)c(O)ccc2c(=O)c1-c1ccccc1,4,5,-1,-1,-3,3,-1,8,0
CCCCCc1nc2ccccc2c(=O)n1N,3,7,-3,-1,4,3,-2,7,-2
CCC(=O)c1ccc(OCC(=O)OCC(=O)NCC2CCCO2)cc1 (stereo not drawn),9,-5,1,3,3,-4,-2,-1,1
CCN1C(=O)/C(=C2/Sc3ccccc3N2CCCS(=O)(=O)O)SC1=S,28*,4&9,-1,17,3,8&2,17,-4&9,14*
O=C1C=C(N2CCN(C3=CC(=O)CCC3)CC2)CCC1,3,-3,-1,-2,-1,-4,0,11,-2
CC(C)(C)n1nnnc1C(c1ccc2ncccc2c1)N1CCC(O)CC1 (stereo not drawn),-1,-6,-2,-7,2,-2,0,6,1
Cc1nonc1C1CCCN1C(=O)c1cc(COc2ccc(F)cc2Cl)on1 (stereo not drawn),7,2,4,-1,3,2,2,6,7
CCCCCNC(=O)C1CC(=O)OC12CCCCC2 (stereo not drawn),4,2,2,-1,4,3,-2,-2,4
N#CC1=C(N)Oc2n[nH]c(-c3cccs3)c2C1c1cccnc1 (stereo not drawn),-2,-6,-10,-1,35,8,-3,-2,-7
Cc1nnc2sc(SCC(=O)N3CCCCC3)nn2c1=O,7,-2,2,5,5,-2,2,1,3
COc1cccc(NC(=O)CCNS(=O)(=O)c2ccc3c(c2)oc(=O)n3C)c1,-4,3,-2,-2,10,4,0,3,-1
COc1ccc(N2CCN(C(=O)COc3ccccc3)CC2)cc1,2,x,2,-4,3,x,1,x,-1
CC(=O)C[C@H](O)CC(=O)[C@@H]1OC(=O)CCCCC/C=C/Cc2ccccc21,2,-1,-3,x,x,7,x,2,x
CC(C)NC(=S)n1cc(C(=O)c2cc(Cl)cc(Cl)c2O)cn1,7,6,-5,1,-3,4,2,-4,-1
COc1ccc(CCNC(=O)c2cc3c(C)nccc3[nH]c2=O)cc1OC,-1,9,-1,-2,5,1,5,5,3
CCC(CC)c1nc(C#N)c(NC(C)c2ccccc2)o1 (stereo not drawn),0,-5,4,8,-9,15,2,8,-3
Cc1c(CC(=O)Nc2ccc(Cl)cc2)sc2ccc(Cl)cc12,-2,-15,-2,-25,-1,-2,-7,5,-10
COc1ccc(CC(=O)Nc2cccc(SC)c2)cc1,4,3,-2,0,5,4,1,10,-3
O=C1/C(=C/c2cccs2)SC(=S)N1CCC(=O)N1CCCCC1CCO (stereo not drawn),11,0,-4,-3,20,-2,-1,4,-1
CNC(=O)COC(=O)c1ccc(Cl)c(S(N)(=O)=O)c1,7,8,-5,-6,-20,1,1,0,0
CCC(C)CNC(=O)c1cccc(OC2CCN(CC(C)(C)C)CC2)c1 (stereo not drawn),1,4,1,2,2,2,-1,-3,-1

# Four compounds picked at random from the list so far, as already listed:
SMILES,pPAFAH FP inh,PAFAH2 inh,PAD4 FP inh,PME-1 primary,GSTO1 inh,PAFAH1B2 FP inh,Fam108B counter,PAFAH1B3 FP inh,LYPLA1 inh
CSc1ccc(CN2CCN(Cc3ccc([N+](=O)[O-])cc3)CC2)cc1,5,-5,-1,-1,-8,3,-5,0,0
CCC(CC)c1nc(C#N)c(NC(C)c2ccccc2)o1 (stereo not drawn),0,-5,4,8,-9,15,2,8,-3
N#CC1=C(N)Oc2n[nH]c(-c3cccs3)c2C1c1cccnc1 (stereo not drawn),-2,-6,-10,-1,35,8,-3,-2,-7
O=C(O)c1ccccc1-c1ccccc1C(=O)NCCc1ccccc1,4,0,-4,0,14,13,4,-2,-4

# Record cards (already shown). Order of screens: pPAFAH FP inh	PAFAH2 inh	PAD4 FP inh	PME-1 primary	GSTO1 inh	PAFAH1B2 FP inh	Fam108B counter	PAFAH1B3 FP inh	LYPLA1 inh
# `Cc1nnc2sc(SCC(=O)N3CCCCC3)nn2c1=O` in the list: 7	-2	2	5	5	-2	2	1	3
# `COc1ccc(CC(=O)Nc2cccc(SC)c2)cc1` in the list: 4	3	-2	0	5	4	1	10	-3
# `CCN1C(=O)/C(=C2/Sc3ccccc3N2CCCS(=O)(=O)O)SC1=S` in the list: 28*	4&9	-1	17	3	8&2	17	-4&9	14*

# Screens from PubChem BioAssay.
